influenza NS1A: H1N1 influenza NS1A inhibitors, functional cell based assay (AID 504329); one-dose inhibition, % at 12.5 µM; IC50 in µM for titrated hits; NS1A functional cell-based assay, percent inhibition; higher % means a stronger effect; hit rate 0.3% among 340,000; in the data active means a potency from the dose series; inconclusive means inhibition above about 27% without an active follow-up result; further: strong numbers were not always called active
H37Rv inhibition: M. tuberculosis growth inhibition, HTS (AID 449762); inhibition, % at 25 µM; hits with a dose series show IC50 in µM; M. tuberculosis H37Rv growth inhibition, 7H9 media; higher % means a stronger effect; hit rate 0.59% among 330,000; in the data active means a potency from the dose series; inconclusive means inhibition above about 70% without an active follow-up result;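 further: bacterial growth assessed after seven days of incubation; strong numbers were not always called active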
M. tuberculosis: growth inhibition of non-replicating M. tuberculosis (AID 488890) | inhibition, % at 25 µM; hits with a dose series show IC50 in µM | Mycobacterium tuberculosis non-replicating, growth inhibition; higher % means a stronger effect | hit rate 0.39% among 320,000; in the data active means a potency from the dose series; inconclusive means inhibition mostly from about 82% at the one dose, without a potency; inactive means the rest, 99 in 100 with inhibition below about 76%;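 further: plate controls were DMSO cells for no effect and high antibiotic wells for full effect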
inhibitors of VEEV: inhibitors of VEEV TC-83 cytopathic effect, confirmation, Vero cells (AID 588727); Vero cells, VEEV TC-83 cytopathic effect inhibition; higher % means a stronger effect; one-dose inhibition, % at 20 µM; IC50 in µM for titrated hits; hit rate 0.13% among 350,000; in the data active means a potency from the dose series; inconclusive means inhibition mostly from about 14% at the one dose, without a potency; inactive means the rest, 99 in 100 with inhibition below about 12%; further: strong numbers were not always called active
Salmonella PhoP GFP: PhoP regulon inhibitors, Salmonella typhi PhoP promoter GFP reporter, confirmatory (AID 1850). Salmonella Typhi PhoP-promoter GFP reporter, fluorescence, 4 h; higher % means a stronger effect. inhibition, % at 50 µM, or IC50 in µM where a hit was titrated. hit rate 0.33% among 310,000; in the data active means a potency from the dose series; inconclusive means inhibition mostly from about 25% at the one dose, without a potency; inactive means the rest, 99 in 100 with inhibition below about 19%;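 further: 0% = induced wells with vehicle and 100% = uninduced wells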
inhibitors of VEEV 10K pilot screen: also measured in inhibitors of VEEV; calls as there; inhibition, %; measured here: 10K pilot screen inhibition
* = called active by the depositor; i = inactive; u = inconclusive; x = no result given.

SMILES	influenza NS1A	H37Rv inhibition	M. tuberculosis	inhibitors of VEEV	Salmonella PhoP GFP	others
CCOC(=O)c1c(C)[nH]c(C(=O)COC(=O)CNC(=O)c2ccc(Br)cc2)c1C	5.6%	-3.4%	-12.2%	1.5%	-3.5%
CCOc1ccc(C(=O)COC(C)=O)cc1	-4.4%	1.3%	-14.8%	0.4%	-2.9%
CC1CN(C=O)CC(C)N1CCN1C(C)CN(C=O)CC1C (stereo not given)	-2.0%	x	x	0.3%	x
C=CCn1c(SCC(=O)Nc2ccc(C(=O)OCC)cc2)nnc1-c1sc(N)nc1C	0.1%	-1.2%	19.5%	1.3%	0.8%
COc1ccc2c(c1)CCc1c(C(=O)Nc3c(C)n(C)n(-c4ccccc4)c3=O)noc1-2	-2.4%	14.2µM*	41.9%	i	-1.1%
Cc1ccc(-c2nc(N)n(C(=O)c3cccnc3)n2)cc1	4.1%	-3.0%	5.5%	6.9%	22.7%
O=C1C2N=NN(CC(=O)N3N=C(c4cccc5ccccc45)CC3c3ccccc3)C2C(=O)N1c1ccccc1 (stereo not given)	-4.8%	-3.3%	30.4%	4.7%	2.1%
COCCCNC(=O)COc1ccc(Cl)c(C)c1	-6.3%	7.5%	21.4%	1.2%	-1.7%
Cc1cc(=O)oc2c(CN3CCCCC3)c(O)ccc12	-14.1%	x	x	i	x
O=C(Nc1ccc(Cl)c(Cl)c1)NC1CCS(=O)(=O)C1 (stereo not given)	10.9%	1.7%	0.0%	1.6%	3.0%

Two entries picked at random from the list so far:
SMILES	influenza NS1A	H37Rv inhibition	M. tuberculosis	inhibitors of VEEV	Salmonella PhoP GFP	others
COCCCNC(=O)COc1ccc(Cl)c(C)c1	-6.3%	7.5%	21.4%	1.2%	-1.7%
CC1CN(C=O)CC(C)N1CCN1C(C)CN(C=O)CC1C (stereo not given)	-2.0%	x	x	0.3%	x

Further entries.
SMILES	influenza NS1A	H37Rv inhibition	M. tuberculosis	inhibitors of VEEV	Salmonella PhoP GFP	others
CNc1cc(CSC)nc(SCc2ccc(Cl)c(Cl)c2)n1	4.1%	5.6%	0.6%	i	-3.1%
CN(c1ccc(-c2csc(NC(=O)C3CC(=O)N(Cc4ccco4)C3)n2)cc1)S(C)(=O)=O (stereo not given)	4.8%	6.3%	-2.7%	7.5%	x
c1ccc(CCNC2CCCCCC2)cc1	18.9%	0.2%	-16.3%	0.3%	2.1%
O=C(c1ccccc1NS(=O)(=O)c1ccccc1[N+](=O)[O-])N1CCOCC1	2.7%	0.1%	-3.4%	0.1%	-3.8%
C[C@H](NC(=O)C1CCN(S(=O)(=O)c2ccccc2)CC1)C(=O)NCc1cccc(Cl)c1	-0.1%	-1.1%	-7.5%	0.6%	-14.6%
O=C(N/N=C1\CCCc2c1[nH]c1ccc(Cl)cc21)c1ccncc1	-5.8%	u	1.78µM*	0.8%	1.5%
CN(CC(=O)NCCc1ccccc1)S(=O)(=O)c1ccc(Br)s1	-4.3%	7.2%	24.3%	i	-15.0%
O=C(NCc1cccnc1)Nc1cccc(NC(=O)NCc2cccnc2)c1	-5.7%	0.9%	3.5%	3.7%	7.0%
CCN(CC)CCSc1nnc2c3cc(F)ccc3n(Cc3ccccc3)c2n1	3.2%	1.2%	52.7%	0.7%	0.3%
O=C(C1CC1)N1N=C(c2ccncc2)CC1(O)C(F)(F)F (stereo not given)	-0.9%	4.8%	9.1%	1.5%	1.4%	inhibitors of VEEV 10K pilot screen=1.4
Cc1cc(NC(=O)CSc2nnc(-c3ccccc3C)n2C)no1	-16.0%	-4.0%	8.9%	0.3%	x
Nc1cccc2c1C(=O)N(C(=O)c1cccc(S(=O)(=O)N3CCCCCC3)c1)C2=O	9.0%	-1.2%	0.6%	0.3%	-3.9%
Cc1ccc(-n2c(C)cc(/C=C3\NC(=O)NC3=O)c2C)c(C)c1	0.0%	-5.2%	52.3%	0.5%	-0.2%
CC(Oc1ccccc1F)C(=O)NNC(=O)CCS(=O)(=O)c1ccccc1Cl (stereo not given)	-15.1%	-9.8%	-1.9%	0.3%	4.5%
Cc1ccc(C)c(S(=O)(=O)N2CCCC2CNC(=O)C(=O)NCC2CCCO2)c1 (stereo not given)	-13.3%	-0.7%	2.9%	2.1%	4.5%
COC(=O)CSc1nc2sc3c(c2c(=O)n1C1CCCCC1)CCN(C)C3	x	19.2%	60.7%	x	-8.4%
N#Cc1nc(-c2ccccc2F)oc1NCCc1ccccn1	4.0%	-8.9%	-10.8%	0.5%	0.6%
OCCN(Cc1ccccc1)CC1CCCCC1	-9.3%	-5.8%	-6.0%	2.7%	-9.4%
Cc1cccc(C)c1OCC(O)CNC(C)C (stereo not given)	1.5%	-10.4%	7.0%	i	6.6%
CCN(C(=O)CSc1nnc(-c2ccccc2Cl)n1C1CCCC1)C1CCS(=O)(=O)C1 (stereo not given)	1.8%	-10.1%	4.9%	1.6%	-0.7%
CSc1nc2nc(-c3ccccc3)cc(C(F)(F)F)n2n1	-22.2%	0.2%	45.6%	7.0%	-4.5%
Cc1c(OCC(=O)NCCCN2CCOCC2)ccc2c(-c3ccccc3)cc(=O)oc12	1.0%	-0.8%	5.5%	2.2%	-2.2%
O=C(COC(=O)COc1ccccc1[N+](=O)[O-])NC1CCCC1	-9.5%	-1.2%	-12.9%	0.4%	-9.8%
CC1CC(C)CN(C(=O)C(C)N2CCN(S(=O)(=O)c3cccs3)CC2)C1 (stereo not given)	-1.6%	-8.3%	22.9%	i	x
CCOc1ccccc1/C=N/Nc1cc(C)nc2ccc(C)cc12	-4.2%	-0.9%	-4.8%	i	-2.8%
CCOc1cccc(-c2nnc3sc(-c4ccco4)nn23)c1	-2.4%	1.7%	5.9%	5.7%	4.1%
COc1cccc(CN2CC(C(=O)NCCn3ccc(C)n3)CCC2=O)c1 (stereo not given)	-6.2%	-2.7%	-7.7%	1.2%	8.2%
Cc1ccc(CNC(=O)c2ccc3c(c2)NC(=O)CS3)cc1	2.5%	-2.2%	4.7%	0.2%	4.3%
Cc1cccc(C)c1NC(=O)c1ccc(-c2ccc(Cl)cc2Cl)o1	2.7%	28.8%	10.3%	2.9%	13.1%
CCCOc1ccc(CC(=O)NCC2(c3ccccc3)CCOCC2)cc1OC	11.7%	5.0%	4.5%	i	-3.1%
CC(C)CC(C(=O)Nc1cccc(O)c1)N1C(=O)c2ccccc2C1=O (stereo not given)	-2.2%	-1.1%	-0.6%	1.6%	-4.8%
CC(C)(C)c1ccccc1OCCCCCNCCO	3.2%	11.7%	43.2%	i	2.1%
Cc1nnc(N2CCC(C(=O)N3CCCCC3)CC2)c2nn(-c3ccc(Cl)cc3)c(C)c12	3.6%	12.7%	33.9%	0.8%	3.2%
COc1ccccc1OCCNC(=O)c1ccc(C)o1	-9.3%	-4.0%	-13.1%	0.6%	-4.3%
CN(c1ccccc1)S(=O)(=O)c1cccc(NC(=O)Cn2cnc3c2c(=O)n(C)c(=O)n3C)c1	-3.8%	3.9%	13.7%	0.3%	-2.7%
CCCn1c(SCC(=O)Nc2ccccc2C(=O)NC2CC2)n[nH]c1=O	-3.0%	-7.6%	-3.9%	1.3%	x
COc1cc(CN2CCNC(=O)C2CC(=O)NCCC2=CCCCC2)cc(OC)c1 (stereo not given)	-1.2%	-1.2%	9.7%	0.1%	3.0%
Cc1cc(C)cc(NC(=O)C(OC(=O)Cn2cnc3c2c(=O)n(C)c(=O)n3C)c2ccccc2)c1 (stereo not given)	-6.7%	-2.1%	-15.3%	3.0%	7.2%
Cc1sc2ncnc(SCC(=O)NCC(C)C)c2c1C	1.4%	11.1%	77.2%	4.2%	-5.9%
CCN(CC)CCNC(=S)Nc1ccc(Cl)cc1	-3.0%	-14.5%	8.0%	1.6%	-8.4%
COC(=O)c1ccc(NC(=O)COC(=O)CSc2nc(C)cc(C)n2)cc1	-3.2%	5.3%	4.5%	i	1.5%
Nc1cc(C(=O)OCC(=O)Nc2cccc(S(=O)(=O)N3CCOCC3)c2)ccc1Cl	-8.7%	-5.2%	-3.3%	6.8%	x
Fc1ccc(CNC(=S)NC2CCCC2)cc1	3.3%	-8.9%	u	i	-9.6%
O=C(COc1ccc2ccccc2c1)Nc1ccc(Cc2ccncc2)cc1	5.5%	u	u	0.5%	3.4%
CN1CCCN(C(=O)COc2ccccc2)CC1	-7.6%	-1.2%	13.8%	0.5%	12.0%
O=C(Nc1ccc(N2CCOCC2)cc1)c1ccncc1	-1.0%	-6.5%	4.1%	1.7%	-15.2%
CCOC(=O)CC(C)(C)/C(C)=N/Nc1ccc([N+](=O)[O-])cc1[N+](=O)[O-]	21.3%	6.8%	-1.3%	i	3.6%
Cc1cccc2cc(CN(Cc3ccco3)C(=O)c3ccncc3)c(=O)[nH]c12	20.6%	1.5%	-5.0%	9.2%	-2.6%
COc1ccccc1C1=Nc2cccc3cccc(c23)N1	19.5%	8.6%	76.0%	i	9.3%
Cc1ccc(C)c(SCC(=O)NCC(c2ccco2)N2CCCCC2)c1 (stereo not given)	-9.7%	-3.0%	0.4%	6.0%	19.8%

A portion taken from the entries so far, as a working copy:
SMILES	influenza NS1A	H37Rv inhibition	M. tuberculosis	inhibitors of VEEV	Salmonella PhoP GFP	others
CCOC(=O)c1c(C)[nH]c(C(=O)COC(=O)CNC(=O)c2ccc(Br)cc2)c1C	5.6%	-3.4%	-12.2%	1.5%	-3.5%
CCOc1ccc(C(=O)COC(C)=O)cc1	-4.4%	1.3%	-14.8%	0.4%	-2.9%
CC1CN(C=O)CC(C)N1CCN1C(C)CN(C=O)CC1C (stereo not given)	-2.0%	x	x	0.3%	x
C=CCn1c(SCC(=O)Nc2ccc(C(=O)OCC)cc2)nnc1-c1sc(N)nc1C	0.1%	-1.2%	19.5%	1.3%	0.8%
COc1ccc2c(c1)CCc1c(C(=O)Nc3c(C)n(C)n(-c4ccccc4)c3=O)noc1-2	-2.4%	14.2µM*	41.9%	i	-1.1%

Additional compounds:
SMILES	influenza NS1A	H37Rv inhibition	M. tuberculosis	inhibitors of VEEV	Salmonella PhoP GFP	others
O=C(Cc1cccc2ccccc12)NN1C(=O)C2C(C1=O)C1C=CC2C12CC2 (stereo not given)	-5.2%	1.1%	6.1%	0.0%	-5.6%
Cc1ccc(NC(=S)NC2CC3CCCC(C2)N3Cc2ccco2)cc1 (stereo not given)	6.5%	3.2%	48.0%	1.4%	1.9%
Cc1cc(OCn2ccc(C(=O)O)n2)ccc1Cl	-10.7%	-1.2%	8.8%	3.7%	-11.4%
CCc1cc(OCCN(C)C)ccc1Cl	-7.5%	4.4%	12.2%	0.5%	4.0%
O=C1c2ccccc2NC(c2ccc(-c3ccc(C(F)(F)F)cc3)o2)N1O (stereo not given)	-8.4%	-5.0%	37.7%	0.7%	x
Cc1coc2cc3oc(=O)c(CC(=O)N4C[C@H]5C[C@@H](C4)c4cccc(=O)n4C5)c(C)c3cc12	-1.0%	-8.0%	2.8%	0.2%	-2.9%
CCOC(=O)Cn1nc(-c2ccccc2)nc1-c1ccccc1	24.9%	5.84µM*	76.0%	3.4%	-2.2%
O=C(c1cccs1)N1CCOCC1	-5.3%	-1.3%	-10.7%	0.4%	3.5%
CCOc1ccc(CNC(=O)Cn2nc(C)c3c(C)n(-c4ccc(C)cc4)nc3c2=O)cc1	-2.1%	8.1%	-2.3%	i	10.9%
C/C(=N\NC(=O)CCc1ccc(S(=O)(=O)N2CCOCC2)cc1)c1ccc(OC(F)F)cc1	-1.6%	-1.9%	2.6%	3.0%	3.0%
CC(C)NC(=O)CSc1nc(N)c(NC(=O)c2ccco2)c(=O)[nH]1	-2.9%	-1.6%	-14.2%	0.2%	-7.0%
COc1cc(/C=N/Nc2snc(SC)c2C#N)cc(OC)c1OC	-9.7%	6.3%	0.0%	6.2%	-4.5%
CCCCCn1c(SCC(=O)OCC)nc2cc(C(=O)NCc3ccco3)ccc2c1=O	4.5%	6.4%	-4.8%	1.9%	-2.0%
Oc1ccccc1Oc1c(F)c(F)nc(N2CCCC2)c1F	-13.8%	8.5%	8.4%	1.4%	-4.2%	inhibitors of VEEV 10K pilot screen=3.3
Cc1cccc(N2CCN(C3=NC(=O)C(=C4CCCCC4)S3)CC2)c1	-4.6%	-2.5%	59.9%	1.5%	1.4%
Cc1cc(=O)oc2cc(OCC(=O)NCCN3CCOCC3)c(Cl)cc12	2.8%	-2.2%	-2.9%	1.5%	7.4%
Cc1ccc2nc(Cl)c(/C=N/Nc3nc(C)cc(C)n3)c(=O)n2c1	-4.0%	-4.5%	10.4%	0.7%	-6.7%
Cc1ccc(CN(CCO)CCO)cc1	0.8%	-1.7%	3.0%	0.1%	-5.7%
COC(=O)C1CCN(C(=O)COC(=O)C2CCN(S(=O)(=O)c3ccc4c(c3)OCCO4)CC2)CC1	-13.7%	-2.1%	-17.9%	0.8%	-5.0%
Cc1nn(Cc2noc(C(=O)NCc3ccc(F)cc3)n2)c(C)c1Br	-2.2%	6.8%	6.1%	0.2%	5.5%
